EBV gp42 inh – inhibitors of Epstein-Barr virus glycoprotein 42; AID 1085; hit rate 0.42% among 220,000; Fluorescence polarization binding assay, mP read-out; inhibition, % (tested at 21.74 µM); Q1HVG2; in the data active = inhibition above about 50%
Target sequence (Q1HVG2 whole entry, looked up): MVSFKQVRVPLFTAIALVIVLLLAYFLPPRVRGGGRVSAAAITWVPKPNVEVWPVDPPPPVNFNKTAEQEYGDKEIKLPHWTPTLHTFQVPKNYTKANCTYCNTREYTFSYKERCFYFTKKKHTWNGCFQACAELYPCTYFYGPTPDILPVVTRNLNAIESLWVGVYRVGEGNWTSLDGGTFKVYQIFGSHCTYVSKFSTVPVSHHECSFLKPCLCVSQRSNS
thrombin 1536 – thrombin (human) inhibition; P00734; alpha-thrombin, Boc-VPR-AMC fluorogenic substrate cleavage; hit rate 0.26% among 220,000; inhibition, % at 5 µM;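 active = inhibition at or above 40%; inactive = inhibition below 40%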;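 also: 0% = enzyme with no compound and 100% = wells without enzyme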
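signal = AMC fluorescence, 355/460 nm | material = human alpha-thrombin enzyme | control set = enzyme without compound as high, wells lacking enzyme as low | times = reaction at room temperature | read-out basis = percent inhibition scaled between no-compound controls and no-enzyme blanks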
TRPML3 ag – human mucolipin-3 channel agonism; hit rate 0.29% among 220,000; HEK293 TRPML3-YFP, Fluo-8 calcium fluorescence; 100% = the carbachol control signal; activation, % at 3 µM; Q8TDD5;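 active = activation above its plate's cutoff, the mean activation of the plate's test wells plus 3 SD, cut at about 12% in these data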;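 also: 0% = DMSO only wells and 100% = carbachol wells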
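system = HEK293 cells stably carrying human TRPML3-YFP | doses = one concentration, 3 µM nominal, 0.3% DMSO | timing = dye loading 1 h 37 °C then 30 min ambient, 125 s read | detection = Fluo-8 calcium dye fluorescence, ex 470-495, em 515-575 nm | benchmarks = high control carbachol 87 µM, low control DMSO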
Tb hexokinase – T. brucei hexokinase 1 inhibition | recombinant TbHK1, G6PDH-coupled NADH A340 | inhibition, % at 10 µM | hit rate 0.11% among 220,000 | AID 1430;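 active = inhibition of 50% or more in the single-dose primary screen; inactive = inhibition below 50%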
zfTRPN1 agonist – agonists of zebrafish TRPN1 channel; HEK293 zebrafish TRPN1-YFP, Fluo-8 calcium fluorescence; 100% = response to 87 µM carbachol; activation, % at 3 µM; hit rate 0.18% among 220,000;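 active = activation above its plate's cutoff, the mean activation of test wells on that plate plus 3 SD, cut at about 19% in these data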;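 also: 0% = DMSO alone and 100% = 87 µM carbachol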
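Assay system: Zebrafish TRPN1-YFP in HEK293 cells | Incubation: Dye loading 1 h at 37 °C, then 30 min room temperature | Measured by: Kinetic Fluo-8 fluorescence, ex 470-495, em 515-575 nm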
KCC2 mod – modulates chloride dependent transport by human KCC2; Q9H2X9; KCC2 cells, thallium flux FluoZin-2 fluorescence; B-score of Tl+ flux slope (higher = more flux/activation; lower = inhibition) at 10 µM; hit rate 2.2% among 190,000; AID 1456;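 active = thallium flux slope and its plate-corrected score both differing from the plate sample mean at a set confidence after two filtering rounds, in either direction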;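 also: slope of fluorescence scaled to starting intensity during 10 to 20 s after thallium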
Furin inh – human furin inhibition. AID 463115. purified furin, fluorogenic substrate cleavage. hit rate 0.061% among 220,000. P09958. inhibition, % at 30 µM; in the data active = inhibition above about 25%; also: inactives centre near -15
Target sequence (P09958 108-714 limits assumed): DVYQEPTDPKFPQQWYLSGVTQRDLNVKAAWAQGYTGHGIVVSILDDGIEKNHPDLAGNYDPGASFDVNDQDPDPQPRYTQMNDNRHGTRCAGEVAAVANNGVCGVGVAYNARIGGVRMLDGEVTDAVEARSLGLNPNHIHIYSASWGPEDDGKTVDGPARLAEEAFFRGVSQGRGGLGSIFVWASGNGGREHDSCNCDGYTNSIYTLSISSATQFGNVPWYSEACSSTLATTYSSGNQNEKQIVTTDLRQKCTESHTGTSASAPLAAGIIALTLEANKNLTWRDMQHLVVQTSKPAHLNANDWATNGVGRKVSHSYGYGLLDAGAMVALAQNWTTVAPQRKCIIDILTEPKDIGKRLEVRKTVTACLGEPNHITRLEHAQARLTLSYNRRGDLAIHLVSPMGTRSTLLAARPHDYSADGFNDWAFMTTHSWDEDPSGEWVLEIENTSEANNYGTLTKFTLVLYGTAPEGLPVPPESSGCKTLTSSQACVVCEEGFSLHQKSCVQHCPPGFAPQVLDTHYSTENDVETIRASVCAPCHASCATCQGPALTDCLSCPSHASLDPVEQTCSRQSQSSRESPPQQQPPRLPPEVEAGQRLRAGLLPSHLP
PPC-1+TRAIL kill – kills PPC-1 cancer cells in the presence of TRAIL | AID 1443 | PPC-1 cells + TRAIL, ATPLite viability luminescence | hit rate 0.41% among 220,000 | cell killing (% activity), % at 4 µM;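 active = cell killing above 50% in the first pass at 4 µM, then a duplicate retest at 5 µM averaging 50% or more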;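 also: plate controls were cells with TRAIL plus DMSO for no effect and medium-only wells lacking cells for full effect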
m-calpain inh – inhibitors of pig calpain II; hit rate 0.37% among 220,000; purified calpain II, fluorogenic peptide substrate, 30 min; inhibition, % at 16 µM;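 active = inhibition above about 50%, limit read from the data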
* = called active by the depositor; x = no result given; [ ] = another dose, or the depositor's remark.

1: Cc1cc2cc3c(cc2nc1SCC(=O)N1CCN(C(=O)c2ccco2)CC1)OCO3
2: CN(/N=C/c1ccncc1)c1cnc2ccccc2n1
3: CCNC(=S)N1CCN(C(=O)C(Cc2ccccc2)NC(C)=O)CC1 (stereo not drawn)
4: C/C(N)=N\S(=O)(=O)c1ccc(Cl)cc1
5: CCCc1cc(=O)oc2cc(C)c(CN3CCCC3)c(O)c12
6: Cc1ccc(-n2c(-c3ccccc3)n[nH]c2=S)cc1
7: COc1ccc2nc(N3CCCC(C(=O)NCCCN4CCN(C)CC4)C3)sc2c1 (stereo not drawn)
8: CCC(C)NC(=O)CSc1nnc(-c2cc(-c3cccs3)nc3ccccc23)o1 (stereo not drawn)
screen / no.	1	2	3	4	5	6	7	8
EBV gp42 inh	x	-1	4	-20	-16	-28	-11	-17
thrombin 1536	x	-1	5	-1	-4	5	-4	5
TRPML3 ag	-0.4	0.2	0.5	-0.7	0.8	0.5	0.5	0.5
Tb hexokinase	-26	-33	8	10	2	2	4	-14
zfTRPN1 agonist	0.2	0.3	1.2	0.7	0.6	-2.0	-0.7	0.0
KCC2 mod	x	-0.41	-1.2	-0.86	-2.5	x	x	-0.2
Furin inh	-7	-17	-8	-25	-20	-17[20 µM]	-20	-20[20 µM]
PPC-1+TRAIL kill	10	37	x	-1	-20	-2	-12	-2
m-calpain inh	x	9	9	-14	-29	-18	6	-443

9: CCn1c(CNC(=O)c2ccco2)nnc1SCC(=O)c1ccccc1
10: COc1ccc(-c2nnc(SCC(=O)Nc3cc(S(=O)(=O)N4CCCCC4)ccc3Cl)n2N)cc1
11: O=C(Nc1ccccc1C(=O)NCc1cccnc1)c1ccco1
12: O=S(=O)(CCc1nc2ccccc2[nH]1)c1ccc(Br)cc1
13: O=C(Nc1ccccc1C(F)(F)F)c1cc(-c2ccccc2O)on1
14: CCn1c(N2CCN(S(=O)(=O)c3ccc(F)cc3)CC2)nc2ccccc21
15: O=C(CCN1C(=O)c2ccccc2C1=O)NCc1ccco1
16: COc1cc(C)cc(C(=O)O)c1C1=C(O)c2cccc(O)c2C(=O)C1=O
screen / no.	9	10	11	12	13	14	15	16
EBV gp42 inh	-6	2	-5	-4	7	-14	-2	-14
thrombin 1536	-2	4	0	-9	-8	-8	0	5
TRPML3 ag	-0.5	-0.7	0.5	0.1	0.6	2.5	0.6	x
Tb hexokinase	5	8	-4	0	-7	-4	1	-25
zfTRPN1 agonist	0.5	-2.0	1.0	-1.4	0.0	3.0	-0.5	x
KCC2 mod	0.039	-0.39	0.31	-0.027	0.1	-1.1	0.99	-0.35
Furin inh	-23	-29	-13[20 µM]	-19	-13	-9	-6[20 µM]	-29
PPC-1+TRAIL kill	9	10	12	36	2	17	9	1
m-calpain inh	-2	-5	-30	-2	1	-3	13	-40

17: O=C(COc1ccc(Br)cc1)NCCO
18: Cc1ccc(C(=O)c2ccccc2C(=O)O)c(O)c1
19: CCOc1cc(C)nc(N2CCC(C(=O)Nc3ccccc3OCC)CC2)n1
20: CCn1c(C)csc1=NC(=O)c1ccccc1
21: Cn1c(=O)c2c(nc3n2CCS3)n(C)c1=O
22: Cc1ccc2nc(NC3=NCN(Cc4ccc5c(c4)OCO5)CN3)nc(C)c2c1
23: O=C1CN(c2ccccc2F)C(=O)CN1c1ccccc1F
24: CCc1ccccc1NC(=O)CSc1nc2ccccc2n1CC(=O)N(C)C
screen / no.	17	18	19	20	21	22	23	24
EBV gp42 inh	-14	-24	-10	-18	-16	x	-16	-20
thrombin 1536	-3	-3	6	2	-15	x	-4	-7
TRPML3 ag	0.2	0.9	-0.2	0.6	0.6	0.4	0.1	0.7
Tb hexokinase	-3	-12	-2	-35	-7	2	1	1
zfTRPN1 agonist	0.4	-0.4	1.1	0.4	-0.6	1.0	-1.3	4.0
KCC2 mod	0.067	x	0.41	0.012	x	x	0.38	1.1
Furin inh	-27	-22	-24	-4	-23	-20[20 µM]	-11[20 µM]	-22
PPC-1+TRAIL kill	18	10	25	-20	x	x	7	2
m-calpain inh	-20	8	3	-34	-1	x	-39	-18

25: c1ccc(-n2cnc3ccccc32)cc1
26: Cc1ccc(-c2csc3nc4ccc(C(=O)NCCO)cc4c(=O)n23)cc1
27: CCOC(=O)N1CCN(c2ncnc3c2[nH]c2ccc(F)cc23)CC1
28: C=CCC1(NC(C)c2ccccc2)CCCCC1 (stereo not drawn)
29: CC(C)(C)c1ccc(S(=O)(=O)N2CCSC2)cc1
30: CCC1(C)Cc2c(sc3c2c2ncnn2c2nnc(SCC(=O)NCc4ccco4)n32)CO1 (stereo not drawn)
31: Cc1ccc(-c2cc(C(F)F)n3ncc(C(=O)N4CCN(c5cccc(C)c5C)CC4)c3n2)cc1
32: Nc1ccc(-c2nc3cc([N+](=O)[O-])ccc3o2)cc1
screen / no.	25	26	27	28	29	30	31	32
EBV gp42 inh	-14	-15	-21	-21	-10	-1	-4	4
thrombin 1536	3	-4	-5	-5	-4	1	3	-1
TRPML3 ag	0.0	x	3.3	0.5	1.3	0.3	0.5	0.2
Tb hexokinase	-2	-20	-14	24	7	5	-14	-23
zfTRPN1 agonist	-1.4	x	7.0	-1.1	2.0	-0.7	-0.4	3.1
KCC2 mod	-1.3	0.73	0.74	0.5	-0.29	-0.19	-0.16	-0.85
Furin inh	-16	-32	-14[20 µM]	-4	-24	-19	-20[20 µM]	0
PPC-1+TRAIL kill	-11	3	10	23	9	41	-11	23
m-calpain inh	-1	-333	-62	5	-1	30	-19	-2

33: Nc1nc(SCc2ccc(Cl)cc2Cl)nc2nc3c(cc12)CCCC3
34: C/C(=N\NC(=S)NC(C)C)c1ccc(Cl)c([N+](=O)[O-])c1
35: CC(=O)c1cc(-c2ccc(F)cc2)n(CCC(=O)Nc2cccc(C)n2)c1C
36: Cc1ccc(S(=O)(=O)N(C)c2ccc(OC(=O)c3ccc(=O)[nH]c3)cc2)cc1
37: CCn1c(SCC(=O)NC(=O)Nc2ccc3c(c2)OCCO3)nnc1-c1cccs1
38: S=c1nc(Cc2ccc(Cl)cc2)[nH]c2ccccc12
39: CCOC(=O)C1CCCN(Cc2ccccc2F)C1 (stereo not drawn)
40: C=CCNc1nc(Nc2ccc(Cl)cc2)nc(OC)n1
screen / no.	33	34	35	36	37	38	39	40
EBV gp42 inh	-91	-9	0	-6	-26	-16	-5	-7
thrombin 1536	-3	-2	0	-3	7	-5	3	-4
TRPML3 ag	-0.3	0.7	0.0	0.8	0.9	-0.2	0.5	-0.4
Tb hexokinase	5	-5	-2	-3	2	-10	-3	0
zfTRPN1 agonist	0.0	-3.4	-0.8	1.7	-0.1	-2.3	0.3	-2.5
KCC2 mod	-2	2.8	-0.39	-1.2	-0.37	67*	0.51	0.79
Furin inh	-18	-13	-24	-22	-18	-22	-19	-19
PPC-1+TRAIL kill	28	11	18	6	6	-4	7	3
m-calpain inh	-33	-2	26	2	16	-7	-17	-20

41: CCOC(=O)c1cccnc1SCC(=O)NCc1ccccc1
42: Cc1nn(C)cc1NC(=O)CCSc1nc(-c2ccco2)cc(C(F)(F)F)n1
43: COC(=O)c1sc(N2CCCCC2)c(C#N)c1N
44: CN(C(=O)COC(=O)c1cc(S(=O)(=O)N2CCOCC2)c(Cl)cc1Cl)C1CCS(=O)(=O)C1 (stereo not drawn)
45: CC(C)c1c(O)cc(-c2ccncc2)n(-c2ccc(Cl)cc2)c1=O
46: Cc1ccc2oc(=O)c3cnn(CC(=O)NCCN(C)C)c3c2c1
47: O=C(Nc1nc2c(s1)CCCC2)c1cc2n(n1)C(C(F)(F)F)CC(C1CC1)N2 (stereo not drawn)
48: Cc1nn(Cc2ccc(Cl)cc2)c(Cl)c1/C=N/NC(=O)CNc1ccccc1F
screen / no.	41	42	43	44	45	46	47	48
EBV gp42 inh	-16	-9	-7	-15	5	-26	6	-2
thrombin 1536	1	-4	-3	-3	-8	-4	2	-13
TRPML3 ag	0.0	-0.7	-0.1	-0.2	0.4	0.6	0.0	-0.4
Tb hexokinase	-5	-23	-37	1	30	-1	-2	9
zfTRPN1 agonist	-1.1	1.8	0.4	-1.1	-0.8	1.0	0.7	0.6
KCC2 mod	x	-1.3	-2.5	-0.0055	-1.1	0.031	-0.69	0.043
Furin inh	-6[20 µM]	-15[20 µM]	-19	-17	-12	-31	-26	-12
PPC-1+TRAIL kill	-7	4	1	0	27	-10	-13	10
m-calpain inh	17	-9	-1	4	4	-14	0	20

Some of the entries so far, field by field.
44: CN(C(=O)COC(=O)c1cc(S(=O)(=O)N2CCOCC2)c(Cl)cc1Cl)C1CCS(=O)(=O)C1 (stereo not drawn)
  EBV gp42 inh: -15
  thrombin 1536: -3
  TRPML3 ag: -0.2
  Tb hexokinase: 1
  zfTRPN1 agonist: -1.1
  KCC2 mod: -0.0055
  Furin inh: -17
  PPC-1+TRAIL kill: 0
  m-calpain inh: 4

45: CC(C)c1c(O)cc(-c2ccncc2)n(-c2ccc(Cl)cc2)c1=O
  EBV gp42 inh: 5
  thrombin 1536: -8
  TRPML3 ag: 0.4
  Tb hexokinase: 30
  zfTRPN1 agonist: -0.8
  KCC2 mod: -1.1
  Furin inh: -12
  PPC-1+TRAIL kill: 27
  m-calpain inh: 4

46: Cc1ccc2oc(=O)c3cnn(CC(=O)NCCN(C)C)c3c2c1
  EBV gp42 inh: -26
  thrombin 1536: -4
  TRPML3 ag: 0.6
  Tb hexokinase: -1
  zfTRPN1 agonist: 1.0
  KCC2 mod: 0.031
  Furin inh: -31
  PPC-1+TRAIL kill: -10
  m-calpain inh: -14

47: O=C(Nc1nc2c(s1)CCCC2)c1cc2n(n1)C(C(F)(F)F)CC(C1CC1)N2 (stereo not drawn)
  EBV gp42 inh: 6
  thrombin 1536: 2
  TRPML3 ag: 0.0
  Tb hexokinase: -2
  zfTRPN1 agonist: 0.7
  KCC2 mod: -0.69
  Furin inh: -26
  PPC-1+TRAIL kill: -13
  m-calpain inh: 0

Other entries
49: O=C(Cc1ccc(-c2ccccc2)cc1)N1CCOCC1
50: COC(=O)C1CCN(C2CC(=O)N(c3cc(C)cc(C)c3)C2=O)CC1 (stereo not drawn)
51: CCCCC1=NN(C(=O)c2ccncc2)C(O)(C(F)(F)F)C1 (stereo not drawn)
52: O=[N+]([O-])c1cccc(-c2ccc(SCc3ccccn3)nn2)c1
53: Cc1ncsc1C(=O)Nc1nc2c(s1)CCCC2
54: O=C(NC1CCCCCC1)c1ccc(S(=O)(=O)NCc2ccco2)cc1
55: CCc1ccccc1N1C(=O)C2CC(C)=C(C)CC2C1=O (stereo not drawn)
56: CCn1nc(C)cc1C(=O)n1nc(C)c(Sc2ncccn2)c1C
57: N#Cc1ccccc1S(=O)(=O)N1CCN(c2ccc(S(=O)(=O)N3CCOCC3)cn2)CC1
58: CC(C)CSc1nc2ccccc2n1CC(=O)O
59: O/N=C/c1cc(Br)ccc1OCc1ccccc1F
screen / no.	49	50	51	52	53	54	55	56	57	58	59
EBV gp42 inh	-14	-3	-7	-10	-4	1	-9	-7	-19	-5	x
thrombin 1536	-2	0	-1	-1	-1	19	-3	-5	5	2	x
TRPML3 ag	0.6	-0.3	0.8	0.1	-0.8	0.4	1.6	1.0	0.8	1.0	-0.9
Tb hexokinase	-13	-1	-10	1	-31	0	4	-1	-6	0	4
zfTRPN1 agonist	-0.3	-1.8	1.3	-0.4	-0.8	-0.1	0.5	2.4	1.7	1.1	-0.4
KCC2 mod	0.59	0.26	0.061	-0.75	0.047	0.96	x	0.15	0.76	-0.19	x
Furin inh	-27[20 µM]	-6	-28	-13	-16	-5[20 µM]	-18[20 µM]	-30	-27	-6	-14[20 µM]
PPC-1+TRAIL kill	9	-6	-2	17	17	7	-1	1	-3	x	x
m-calpain inh	-22	9	-14	25	-12	16	-3	-11	23	-2	x

Screening results from PubChem.
